Bioassay records from PubChem.
MrgX1 agonist = activates human MrgX1 receptor signaling; hit rate 0.44% among 310,000; Q96LB2; MrgX1-HEK293 cells, Fluo-4 calcium fluorescence, agonist mode; stronger effect = higher value; B-score at 10 µM;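 active means calcium response B-score plate-corrected fluorescence ratio at least 3 library SD, with starting fluorescence B-score inside 5 SD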
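System – MrgX1-expressing HEK293 cells · Incubation – cells plated overnight, dye loaded 0.5 h 37 °C, 0.5 h room temperature · Technique – kinetic Fluo-4 NW fluorescence of intracellular calcium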
HIF activator = HIF pathway transcriptional activation; U2OS HRE-luciferase reporter, luminescence; normalized: DMSO 0%, desferrioxamine 100%; activation, % at 7.5 µM (by protocol); hit rate 0.32% among 300,000;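 active means mean activation of at least 10% of the iron chelator positive control signal, with at least half of replicates also reaching 10%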
TRPC4 block = TRPC4 (mouse) channel inhibition; HEK293 TRPC4beta/mu-opioid, DAMGO-evoked Fluo4 calcium flux; stronger effect = lower value; B-score at 10 µM; hit rate 0.39% among 300,000; AID 2247;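 active means B-score over 3 SD under the library average, no early fluorescence shift, positive overall ratio signal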
Target sequence (Q9QUQ5 whole entry, looked up): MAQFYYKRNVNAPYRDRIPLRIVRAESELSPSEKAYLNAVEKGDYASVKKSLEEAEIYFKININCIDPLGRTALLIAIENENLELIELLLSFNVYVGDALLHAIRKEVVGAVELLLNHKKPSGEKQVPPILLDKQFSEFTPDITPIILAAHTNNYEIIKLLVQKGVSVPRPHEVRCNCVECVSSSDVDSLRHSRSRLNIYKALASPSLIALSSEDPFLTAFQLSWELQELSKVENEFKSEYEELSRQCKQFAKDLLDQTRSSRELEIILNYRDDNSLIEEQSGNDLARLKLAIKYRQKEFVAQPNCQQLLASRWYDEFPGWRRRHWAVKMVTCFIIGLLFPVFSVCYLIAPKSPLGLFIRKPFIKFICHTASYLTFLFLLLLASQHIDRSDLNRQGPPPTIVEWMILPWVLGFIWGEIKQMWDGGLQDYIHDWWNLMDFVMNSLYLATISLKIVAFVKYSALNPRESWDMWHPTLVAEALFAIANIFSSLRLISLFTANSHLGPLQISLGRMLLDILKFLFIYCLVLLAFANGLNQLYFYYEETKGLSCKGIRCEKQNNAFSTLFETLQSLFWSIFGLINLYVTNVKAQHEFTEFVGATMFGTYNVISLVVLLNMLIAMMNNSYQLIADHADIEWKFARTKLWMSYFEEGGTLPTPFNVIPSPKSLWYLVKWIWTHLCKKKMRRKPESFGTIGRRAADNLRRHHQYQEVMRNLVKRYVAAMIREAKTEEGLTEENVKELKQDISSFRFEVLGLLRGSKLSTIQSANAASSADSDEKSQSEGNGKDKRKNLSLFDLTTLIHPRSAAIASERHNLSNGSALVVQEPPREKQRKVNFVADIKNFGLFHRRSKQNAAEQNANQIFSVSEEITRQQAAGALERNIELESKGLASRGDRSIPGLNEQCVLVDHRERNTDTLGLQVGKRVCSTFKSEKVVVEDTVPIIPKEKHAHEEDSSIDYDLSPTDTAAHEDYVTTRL
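material = TRPC4beta/mu-opioid receptor HEK293 cell line | probe or stimulus = sequential submaximal and maximal DAMGO stimulation | compound dosing = one concentration per compound | measured by = Fluo4 Ca2+ flux fluorescence | evaluation = integrated fluorescence ratio relative to baseline, converted to per-well B score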
AI-2 QS mod = modulators of Vibrio harveyi AI-2 quorum sensing system; Vibrio harveyi JMH597 AI-2 luminescence/OD600 ratio, 9 h; stronger effect = lower value; strain lacks LuxN and CqsS sensors; 0 = neutral-control median; activity change, % at 7.5 µM; hit rate 0.4% among 300,000; AID 2094; in the data active means activity change below about -75%, passing the limit was not always enough;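 further: luminescence divided by OD600 gain over 9 h not by final OD600 alone; inactives centre near 13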
TRPC6 activator = mouse TRPC6 channel activation; Q61143; HEK293-TRPC6 membrane potential dye fluorescence; stronger effect = higher value; B-score at 10 µM; hit rate 0.13% among 310,000; AID 2550;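 active means B-score of the integrated fluorescence ratio above library mean plus 3 SD, and starting fluorescence ratio within library mean plus 5 SD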;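 further: higher score means more depolarization so channel activation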
TRPC4 PAM = allosteric potentiators of mouse TRPC4 channel; HEK293 TRPC4beta/mu-opioid, DAMGO EC20, Fluo-4 Ca2+ flux; stronger effect = higher value; Q9QUQ5; B-score at 10 µM; AID 2227; hit rate 0.42% among 310,000;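 active means B-score of calcium response area above 5 SD of library B-scores, with initial fluorescence ratio within 5 SD of library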;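 further: B-score of integrated fluorescence ratio over time as area under calcium response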
TRPC4 agonist = opens the mouse TRPC4 cation channel; Q9QUQ5; HEK293 TRPC4beta/mu-opioid, Fluo4 calcium fluorescence; stronger effect = higher value; B-score at 10 µM; hit rate 0.49% among 310,000; AID 2237;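 active means B-score above 5 SD of library B-scores, and initial fluorescence ratio not above library mean plus 5 SD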;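 further: positive B-score marks a calcium rise read as TRPC4 activation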
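Assay system: HEK293 stable line with TRPC4beta plus mu-opioid receptor; schedule: 45 min room-temperature Fluo4 loading, 110 s read; technique: kinetic Fluo4 calcium fluorescence; evaluation: integrated baseline-normalised fluorescence ratio, converted to per-well B score; controls: buffer (low) and maximal DAMGO (high)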
PolyA inh = yeast polyadenylation inhibition. hit rate 0.02% among 300,000. S. cerevisiae SKY197-pL101 polyadenylation reporter, beta-gal luminescence; efflux-impaired pdr1/pdr3 knockout yeast; score 100 = 6 SD above DMSO. AID 1875. calls only at 12 µM;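 active means lowest replicate activity score at least 50, where 100 means six control SD above control mean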;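 further: yeast exposed to compound for 9 h at 30 °C; higher score means more reporter readthrough which indicates perturbed polyadenylation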
MrgX1 allo act = human MrgX1 positive allosteric modulation, primary screen; Q96LB2; MrgX1-HEK293, Fluo-4 calcium flux, FDSS; stronger effect = higher value; B-score at 10 µM; hit rate 0.63% among 310,000;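 active means plate-corrected calcium response at least 3 library SD above typical, normal starting fluorescence, not activating the receptor alone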;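 further: compound read alongside a low EC10 to EC30 dose of BAM8-22 agonist; peak minus trough fluorescence over baseline measured at the second addition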
TRPC6 inhibitor = inhibitors of mouse TRPC6 channel | Q61143 | HEK293-TRPC6, membrane potential dye, ACh-evoked depolarization; stronger effect = lower value | B-score at 10 µM | hit rate 1.1% among 310,000 | AID 2553;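 active means B-score under library mean minus 3 SD, initial fluorescence not abnormally high, positive integrated signal ratio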;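 further: B-score derived from integrated fluorescence ratio over the kinetic read; more negative B-score means stronger inhibition of depolarization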
MrgX1 antagonist = human MrgX1 receptor antagonism, primary screen | Q96LB2 | MRGX1-HEK293 calcium flux, Fluo-4, BAM8-22 antagonism; stronger effect = lower value | B-score at 10 µM | hit rate 1.3% among 310,000 | AID 588676;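 active means calcium-response B-score plate-corrected more than 3 library SD below zero, starting fluorescence within 5 deviations, no agonist response on first addition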;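 further: peak minus trough fluorescence over baseline after final BAM8-22 challenge near maximal dose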
* = called active by the depositor; i = inactive; · = no result given. Only part of the results is shown (hit frequency here may not be typical).

Structure,MrgX1 agonist,HIF activator,TRPC4 block,AI-2 QS mod,TRPC6 activator,TRPC4 PAM,TRPC4 agonist,PolyA inh,MrgX1 allo act,TRPC6 inhibitor,MrgX1 antagonist
COc1ccc(NC2C=CS(=O)(=O)C2)c(OC)c1 (configuration not stated),i,-0.6,i,6,i,i,i,i,i,i,i
C/C(=N\NC(=O)c1ccc(Cl)c(Cl)c1)c1ccccn1,i,-0.6,i,9,i,i,i,i,i,i,i
O=C(CN1CCN(S(=O)(=O)c2ccc3ccccc3c2)CC1)NC(=O)NC1CCCCC1,i,0.6,i,11,i,i,i,i,i,i,i
COc1cccc(/C=N/Nc2cc(Cl)nc(C)n2)c1O,i,3.2,i,9,i,i,i,i,i,i,i
C=CCN1C(=O)N/C(=C/c2ccc(C)o2)C1=O,i,0.0,i,13,i,i,i,i,i,i,i
Cc1nc(SCc2cccc(F)c2)[nH]c(=O)c1C#N,i,0.1,i,·,i,i,i,i,i,i,i
Cc1cc(NCCCCO)n2c(nc3ccccc32)c1C#N,i,-0.2,i,21,i,i,i,i,i,i,i
Nc1ccc(S(=O)(=O)c2ccc(N)c(N)c2)cc1,i,0.1,i,9,i,i,i,i,i,i,i
Cc1cccc(CS(=O)(=O)c2nnc([C@H](Cc3ccccc3)NC(=O)OC(C)(C)C)o2)c1,i,-0.8,i,0,i,i,i,i,i,i,i
COC(=O)c1scc(C)c1NC(=O)c1ccc(Cl)cc1,i,-2.1,i,30,i,i,i,i,i,i,i
CSC(=NC#N)N1CCN(c2ccc([N+](=O)[O-])cc2)CC1,i,0.2,i,13,i,i,i,i,i,i,i
COCCNC(=O)CN(C(=O)Cn1nnc2ccccc21)c1ccc(C)c(F)c1,i,1.0,i,1,i,i,i,i,i,i,i
COc1ccc(Cl)cc1C(=O)CSc1nc(N)cc(N)n1,i,0.2,i,36,13*,i,i,·,i,-8.5*,i
CC(C)C(OC(=O)CN1C(=O)c2ccccc2C1=O)C(=O)NC1CCCC1 (configuration not stated),i,0.4,i,9,i,i,i,·,i,i,i
CCCc1cc(=O)[nH]c(SCC(=O)CSc2nc(CCC)cc(=O)[nH]2)n1,i,0.2,i,4,i,i,i,i,i,i,i
Cc1ccc(-c2cc(NC(=O)c3ccccc3[N+](=O)[O-])n[nH]2)cc1,i,0.0,i,-95*,i,i,i,i,i,i,i
COc1ccc(S(=O)(=O)N2CCCCCC2)cc1C(=O)N(C)Cc1ccc(F)cc1,i,-0.2,i,40,i,i,i,i,i,i,i
Cc1ccc(NC(=O)COC(=O)CN2C(=O)NC3(CCCC3)C2=O)cc1S(=O)(=O)N(C)C,i,-0.5,i,8,i,i,i,i,i,i,i
C=CCOc1ccc(C(=O)Nc2ncn[nH]2)cc1,i,-0.3,i,4,i,i,i,i,i,i,i
OC(COc1ccc(Br)cc1)CN1CCCC1 (configuration not stated),i,0.1,i,18,i,i,i,i,i,i,i
COc1ccc(NC(=O)CCCn2c(=O)c3sccc3n(Cc3ccccc3C)c2=O)cc1,i,-0.3,i,40,i,i,i,i,i,i,i
O=C(NC1CCCCC1)C(c1ccncc1)N(Cc1ccc2c(c1)OCO2)C(=O)c1cnsn1 (configuration not stated),i,0.1,i,4,i,i,i,i,i,i,i
COC(=O)C(=CC(=CN(C)C)C=C(C(=O)OC)C(=O)OC)C(=O)OC,i,-0.7,i,12,i,i,i,i,i,i,i
N#CC/C(N)=N/Nc1nc2ccccc2nc1Cc1ccccc1,i,-0.1,i,-5,i,i,i,i,i,i,i
CCOc1ccc2[nH]cc(C(=O)O)c(=O)c2c1,i,-0.3,i,11,i,i,i,i,i,i,i
CSCC(C)N1CCC(n2nccc2NC(=O)c2ccccc2C)CC1 (configuration not stated),i,-0.3,i,24,i,i,i,i,i,i,i
CCC[n+]1cn(/C(C(=S)Nc2cccc(Cl)c2C)=C(/[O-])c2ccc(OC)c(OC)c2)c2ccccc21,i,-1.5,i,3,i,i,i,i,i,i,i
CCC1(C)CC(CCN(Cc2ccco2)C(C)=O)(c2ccccc2)CCO1 (configuration not stated),i,-0.2,i,18,i,i,i,i,i,i,i
CN(C)S(=O)(=O)c1cccc(NC(=O)COC(=O)c2ccc(Br)o2)c1,i,-0.1,i,·,i,i,i,i,i,i,i
C/C(=N/NS(=O)(=O)c1ccc(C(C)C)cc1)c1ccncc1,i,-0.8,i,46,i,i,i,i,i,i,i
CC1CCCN(C(=O)CSc2nc3ccccc3o2)C1 (configuration not stated),i,1.7,i,4,i,i,i,i,i,i,i
CC1=CC(C)(C)n2c(O)c(C3=NC(=S)NC3=O)c3cc(OC(=O)c4cccc5ccccc45)cc1c32,i,-0.2,i,22,i,i,i,i,i,i,i
CCN(CCn1cccn1)C(=O)c1cc(COc2c(F)cccc2F)on1,i,·,i,-10,i,i,i,i,i,i,i
COc1ccc(C(=O)OC2CCN(C)CC2)cc1,i,-0.1,i,9,i,i,i,i,i,i,i
CC1CCN(S(=O)(=O)c2cccc(C(=O)NC3CCCC3)c2)CC1,i,-0.1,i,6,i,i,i,i,i,i,i
Cc1cccc(NC(=O)C2CCN(S(=O)(=O)c3ccc4c(c3)OCCCO4)CC2)n1,i,0.8,i,3,i,i,i,i,i,i,i
COc1ccc(NC(=O)C2CCCN(S(=O)(=O)c3cccc4nonc34)C2)c(OC)c1 (configuration not stated),i,·,i,11,i,i,i,i,i,i,i
Cn1ncc(N)c1C(=O)Nc1cccc(C(F)(F)F)c1,i,-0.1,i,21,i,i,i,i,i,i,i
N#CC1=C(N)N2C(=C(C#N)C1c1ccc(Br)cc1)Nc1ccccc12 (configuration not stated),i,0.1,i,0,i,i,i,i,i,i,i
O=[N+]([O-])c1ccc(O)c(Nc2ncnc3ccc(Br)cc23)c1,i,-0.4,i,29,i,i,i,i,i,i,i
COCc1c(Br)c(C)[nH]c(=O)c1C#N,i,-0.8,i,14,i,i,i,i,i,i,i
O=C(CSc1ncnc2c1cnn2-c1ccccc1)Nc1ccc2c(c1)OCO2,i,0.4,i,15,i,i,i,i,i,i,i
COc1ccc(C)cc1S(=O)(=O)N(CC(=O)Nc1cccc([N+](=O)[O-])c1)c1ccc(C)c(C)c1,i,-0.2,i,36,i,i,i,·,i,i,i
Cc1nnc(SCC(=O)NNC(=O)COc2ccc(Cl)cc2)s1,i,-0.7,i,11,i,i,i,i,i,i,i
CC(C)CNS(=O)(=O)c1cc(C(=O)O)c(Cl)cc1Cl,i,-0.2,i,17,i,i,i,i,i,i,i
CCC(=O)N1c2ccccc2NC2=C(C(=O)CCC2)C1c1cccnc1 (configuration not stated),i,0.8,i,26,i,i,i,i,i,i,i
Cc1ccc(C)c(N2CCN(C(=O)C3CCN(S(=O)(=O)c4cccc5nsnc45)CC3)CC2)c1,i,0.9,i,16,i,i,i,i,i,i,i
O=C(/C=C\Nc1ccc(S(=O)(=O)Nc2ncccn2)cc1)c1cccc2ccccc12,i,-0.5,i,35,i,i,i,i,i,i,i
Cc1cc(C)c(S(C)(=O)=O)c(N(C)N)n1,i,-0.5,i,3,i,i,i,i,i,i,i
CC1(C)CC(=O)c2sc(NC(=O)C3CC3)nc2C1,i,0.3,i,16,i,i,i,·,i,i,i

Additional entries follow:
Structure,MrgX1 agonist,HIF activator,TRPC4 block,AI-2 QS mod,TRPC6 activator,TRPC4 PAM,TRPC4 agonist,PolyA inh,MrgX1 allo act,TRPC6 inhibitor,MrgX1 antagonist
COC(=O)C(Cc1ccccc1)NC(=O)CCCC(=O)NCc1cccc(OC)c1 (configuration not stated),i,0.4,i,7,i,i,i,i,i,i,i
Cc1c(C)n(CCO)c2ncnc(Nc3ccc(F)cc3)c12,i,0.9,i,8,i,i,i,i,i,i,i
Cc1cc(C)c(C(=O)NC2CCCc3c2cnn3-c2ccc(C)c(C)c2)c(=O)[nH]1 (configuration not stated),i,-0.2,i,30,i,i,i,i,i,i,i
O=C(NCC1CCOCC1)c1cc(COc2cccc(C(F)(F)F)c2)on1,i,-0.4,i,8,i,i,i,i,i,i,i
CN(/N=C/c1ccco1)C1=NS(=O)(=O)c2ccccc21,i,0.0,i,52,i,i,i,i,i,i,i
CCCOC(=O)C1=C(C)NC(=O)NC1c1cccc2ccccc12 (configuration not stated),i,-0.7,i,14,i,i,i,i,i,i,i
Cc1ccc(NC2CC(=O)N(c3cccc([N+](=O)[O-])c3)C2=O)cc1 (configuration not stated),i,-0.4,i,11,i,i,i,i,i,i,i
CCN(CC)C(=O)CSc1nnc(NC(=O)CCc2ccccc2)s1,i,0.3,i,10,i,i,i,i,i,i,i
CC(=O)/C(=N\Nc1ccccc1Cl)Sc1cccc2cccnc12,i,0.1,i,14,i,i,i,i,i,i,i
CCOc1cccc(C(=O)Nc2ccc3ccccc3c2)c1,i,-2.0,i,18,i,i,i,i,i,i,i
CN(CCc1ccccc1)C(=O)CCc1nnc(Cc2ccc3c(c2)OCO3)o1,i,0.7,i,42,i,i,i,i,i,i,i
C/C(N)=C(/C#N)C(=O)CSc1nnc(Nc2c(C)cccc2C)s1,i,-0.3,i,29,i,i,i,i,i,i,i
CC(=O)Nc1sc(/C(C#N)=C\c2cccc(Cl)c2)nc1-c1ccc(C)cc1,i,-0.5,i,37,i,i,i,i,20*,i,i
CCOC(=O)C1=C(COC(=O)C2(C)CC2(Cl)Cl)NC(=O)NC1c1ccccc1 (configuration not stated),i,-17,i,6,i,i,i,i,i,i,i
CC(=O)Nc1ccc(NC(=O)Nc2cccc3ccccc23)cc1,i,0.0,i,18,i,i,i,i,i,i,i
